FEN1 inh: human FEN1 inhibition; P39748; Recombinant FEN1 flap cleavage, fluorescence, 15 min; Potency, µM (titrated, usually from 114 µM), inactives show top-dose activity change, negative = inhibition, actives largely listed as inhibitors; 0.35% of 390,000 active; also: nearly all actives have a fitted effect of over 65% in size
Target sequence (P39748 whole entry, looked up): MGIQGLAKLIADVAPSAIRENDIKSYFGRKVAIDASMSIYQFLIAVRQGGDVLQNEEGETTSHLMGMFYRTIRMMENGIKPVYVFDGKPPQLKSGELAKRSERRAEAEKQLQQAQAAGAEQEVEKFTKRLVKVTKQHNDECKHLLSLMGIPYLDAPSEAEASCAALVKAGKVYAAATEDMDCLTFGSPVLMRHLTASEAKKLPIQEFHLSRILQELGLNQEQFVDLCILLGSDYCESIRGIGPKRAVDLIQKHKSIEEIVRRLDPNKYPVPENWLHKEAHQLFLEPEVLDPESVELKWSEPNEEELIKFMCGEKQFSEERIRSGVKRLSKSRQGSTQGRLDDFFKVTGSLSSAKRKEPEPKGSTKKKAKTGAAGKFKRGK
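In this screen, 50 nM flap DNA substrate was added to 10 nM FEN1 pretreated with compound for 15 min at room temperature; cleavage was followed with reads at 0 and 15 min, and Hill fitting gave concentration–response parameters.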
DT40 TDP1 CPT: growth inhibition of DT40 Tdp1-/-;hTDP1 cells with camptothecin (screen for TDP1 inhibitors); chicken DT40 Tdp1-/-;hTDP1 cells + 20 nM CPT, ATP luminescence, 48 h; Potency, µM (titrated, usually from 46.2 µM), for the others: at the highest dose activity change, negative = growth inhibition, actives largely listed as inhibitors; 12% of 420,000 active; AID 686979; also: nearly all actives have a fitted effect of over 55% in size
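Chicken DT40 Tdp1-/- cells stably complemented with human TDP1 were seeded at 400 cells/well in medium containing 20 nM camptothecin, exposed to pin-transferred compounds, and grown at 37 °C for at least 48 hr. Viability was read as ATP luminescence.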
N370S GC: inhibits or activates N370S mutant glucocerebrosidase; N370S GC spleen homogenate, 4MU-glucoside fluorescence; AID 2101; 0.092% of 330,000 active; P04062; Potency, µM (titrated, usually from 59.4 µM), for the others: at the highest dose activity change, negative = inhibition, most hits filed as inhibitors;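 also: 0% = full enzyme activity and -100% = no enzyme basal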
* hit, by the source's call; ? = inconclusive; . = not tested or not shown; & = joins results of further samples; [ ] = another dose, or the depositor's remark. Calls follow the shape of the dose curve; as a rule, active = well fitted curve in the direction sought with a large enough effect; inconclusive = small, poorly fitted or top-dose-only effect, or another doubt; inactive = no such curve, though single readings can be large; an effect the other way counts as inactive or inconclusive. Unless noted, % is scaled to controls: 0 for no effect and ±100 for the full control effect; potency is read from the fitted curve at half-maximal effect. The list is partial, so the mix of outcomes need not match the whole.

SMILES	FEN1 inh	DT40 TDP1 CPT	N370S GC
CC(=O)Oc1ccc(-c2csc(Nc3cccc(C)n3)n2)cc1	1%	?	4%
Cc1ccc(S(=O)(=O)N2CCC(C(=O)Nc3ccccc3N3CCCC3)CC2)cc1C	-2%	-21%	-5%
CC1=NN(C(=O)c2csc(C)c2)C(O)(C(F)(F)F)C1 (stereo unspecified)	-5%	0.13µM*	6%
OCC1(CO)CCCC(CO)(CO)C1O	17%	1%	.
CC(CC(=O)Nc1cc(C(F)(F)F)ccc1Cl)c1ccccc1 (stereo unspecified)	-12%	7%	5%
CCN1CCN(c2cc(C)c3cc(NC(=O)c4cccc(Cl)c4)ccc3n2)CC1	?	15µM*	.
COc1ccc(-c2csc(N(CCCN(C)C)C(=O)c3ccc(C)cc3)n2)cc1	-1%	?	?
O=[N+]([O-])c1ccc(N2CCCC2)nc1N1CCCC1	16%	-6%	0%
O=C1CCCc2oc3c(c21)CCCC3	30%	28%	8%
Cc1oc(-c2cccc(Cl)c2)nc1CN1CCCC(C(=O)NCc2ccc(Cl)cc2)C1 (stereo unspecified)	-14%	8.2µM*	.
CCc1nnc(NC(=O)C2CCCN2S(=O)(=O)c2ccc(F)cc2)s1 (stereo unspecified)	6%	0%	8%
O=C(c1ccc2c(c1)N(Cc1ccc(Cl)cc1)C(=O)c1ccccc1S2(=O)=O)N1CCC(Cc2ccccc2)CC1	5%	10µM*	.
O=C(Nc1cc(Cl)ccc1N1CCOCC1)c1cccnc1	-15%	0%	4%
Cn1c(=S)c2[nH]c(SCCN)nc2n(C)c1=O	2%	5.8µM*	.
COc1ccc(NC(=O)CCn2cccc2)cc1	6%	-22%	15%
CCN(CC)c1ccc(/C=N/n2nnnc2N)c(O)c1	-16%	15µM*	-2%
COc1ccc(OC)c(NC(=O)Cc2c(C(=O)O)n(C)c3ccccc23)c1	0%	7%	-12%
O=[N+]([O-])c1ccc(N2CCOCC2)cc1NC(c1ccccc1)c1ccccc1	10%	16µM*	23%
Cc1ccc(-n2cc(CN3CCC(O)(c4ccccn4)CC3)c(-c3ccc(F)cc3)n2)cc1	-18%	?	-10%
Cc1cc(C(F)F)n2nc(C(=O)Nc3cccnc3Cl)nc2n1	-3%	-13%	-22%
Cc1cc(N2CCN(C)CC2)nc2ccc(NC(=O)Nc3ccc(F)cc3)cc12	5%	?	.
CC(C)Cc1cc(C(=O)NCc2cccs2)no1	0%	-5%	5%
Cc1ccc(C(=O)c2coc3cc([N+](=O)[O-])c(O)c([N+](=O)[O-])c23)cc1	?	?	11%
CC(C)Cn1c(=O)c2c(nc3n2CCS3)n(C)c1=O	6%	19%	-20%

By substructure, the entries above with a Cl atom.
SMILES	FEN1 inh	DT40 TDP1 CPT	N370S GC
CC(CC(=O)Nc1cc(C(F)(F)F)ccc1Cl)c1ccccc1 (stereo unspecified)	-12%	7%	5%
CCN1CCN(c2cc(C)c3cc(NC(=O)c4cccc(Cl)c4)ccc3n2)CC1	?	15µM*	.
Cc1oc(-c2cccc(Cl)c2)nc1CN1CCCC(C(=O)NCc2ccc(Cl)cc2)C1 (stereo unspecified)	-14%	8.2µM*	.
O=C(c1ccc2c(c1)N(Cc1ccc(Cl)cc1)C(=O)c1ccccc1S2(=O)=O)N1CCC(Cc2ccccc2)CC1	5%	10µM*	.
O=C(Nc1cc(Cl)ccc1N1CCOCC1)c1cccnc1	-15%	0%	4%
Cc1cc(C(F)F)n2nc(C(=O)Nc3cccnc3Cl)nc2n1	-3%	-13%	-22%

(listing goes on)
SMILES	FEN1 inh	DT40 TDP1 CPT	N370S GC
COc1cccc(C(=O)Nc2cccc(C(C)=O)c2)c1	-7%	22%	1%
CCOc1cc(Br)c(C(=O)O)cc1OCC	1%	2%	1%
Cc1ccc(NC(=O)CSc2nccn2C)cc1S(=O)(=O)N1CCOCC1	1%	2%	-3%
COc1cccc(C(=O)Nc2cccc3ccccc23)c1OC	6%	?	-1%
CCOC(=O)[C@H]1[C@H]2COc3ccccc3[C@@H]2N2C(=O)c3cc(F)c(F)cc3NC(=O)[C@@]12C	-10%	-13%	-1%
CCOc1ccccc1N(C)C(=O)c1cc(S(=O)(=O)NCCc2ccc(Cl)cc2)ccc1F	-13%	?	.
Cc1ccc(NC(=O)CSc2ncc3c(n2)-c2ccc(Cl)cc2N(C)S3(=O)=O)cc1F	-4%	23µM*	.
Cc1nnc(NC(=O)C2CCN(S(=O)(=O)c3cc([N+](=O)[O-])ccc3Cl)CC2)o1	18%	-24%	.
CN1CCOC1c1ccc(C2OCCN2C)cc1 (stereo unspecified)	-23%	?	.
COc1cc(C(=O)OCC(=O)NC(=O)NCc2ccccc2)ccc1OC(F)F	1%	3%	.
Cc1noc(/C=C/c2cccnc2)c1[N+](=O)[O-]	9%	21µM*	-4%
CCNc1nc(NC(C)(C)C)nc(N2CCCCC2)n1	13%	21µM*	-19%
O=C(Cn1nnc(-c2ccccc2Cl)n1)N1CCN(S(=O)(=O)c2ccc(Cl)cc2)CC1	-12%	-7%	-7%
O=C(NC(=O)c1ccccc1)NC(=O)c1ccccc1	3%	-13%	.
O=C(CN1CCCCCC1)Nc1ccc(Br)cc1Br	9%	?	0%
c1ccc(CCNc2ccc3nncn3n2)cc1	-2%	0%	8%
O=C(CN(c1cccc(C(F)(F)F)c1)S(=O)(=O)c1ccccc1)N1CCOCC1	-8%	1%	20%
CCOC(=O)c1sc2nc(SC)nc(-c3ccc(Cl)cc3)c2c1N	10%	21µM*	23%
Cc1cc(/C=N/Nc2ncnc(N)c2[N+](=O)[O-])c(C)n1-c1ccccc1	21%	?	-7%
COc1ccc(NC(=O)N2CCc3ccccc3C2)c(OC)c1	-13%	0%	-8%
COc1ccc(C(=O)OCC(=O)Nc2ccc(OC(F)F)cc2)c(OC)c1	-4%	-4%	6%
Cc1oc(-c2cccc(Br)c2)nc1Cn1c(=O)cc(-c2ccccc2)c2c(C)nn(C)c21	0%	-2%	.
CCC/C(=C1/c2ccccc2C(=O)N1c1ccccc1)c1ccc2c(c1)OCO2	1%	?	.
Cc1ccc(-c2c[n+](Cc3ccc(Cl)c(Cl)c3)c3n2CCC3)cc1	0%	0.58µM*	-22%
NC(=O)c1cc(C(=O)c2ccc(Cl)cc2)c[nH]1	0%	-17%	-8%
CCCCC(=O)Nc1ccc2oc(-c3cccnc3)nc2c1	5%	-3%	-1%
CCOC(=O)c1c(-c2cccc([N+](=O)[O-])c2)csc1NC(=O)CCCOc1ccccc1	1%	-11%	6%
O=C(O)C1=NN(c2cc(Cl)c(S(=O)(=O)O)cc2Cl)C(=O)C1	?	-13%	.
Cc1cccc(C(=O)OC(C)CN2CCOCC2)c1 (stereo unspecified)	6%	29%	-13%
Cc1cc(C(=O)NNC(=S)NCC(C)C)cs1	-7%	?	2%
COc1ccccc1Cn1ccn(Cc2c(F)cccc2Cl)c(=O)c1=O	-11%	?	.
Cc1cn2c(=O)cc(COc3ccc(NC(=O)c4cccc(F)c4)cc3)nc2s1	19%	32%[activator]	.
O=C(O)c1ccc(COc2ccc3c(c2)CCC3)cc1	4%	4%	-5%
C=CCNC(=O)COC(=O)c1nc2nccc(C)n2n1	0%	6%	5%
S=C(NC1CCCC1)N1CCN(C/C=C/c2ccccc2)CC1	-21%	?	-14%
CC(=O)Nc1ccc2c(c1)n(C)c(=O)n2C	-15%	3%	-2%

A draw from above in order of heavy-atom count, high to low:
SMILES	FEN1 inh	DT40 TDP1 CPT	N370S GC
Cc1cn2c(=O)cc(COc3ccc(NC(=O)c4cccc(F)c4)cc3)nc2s1	19%	32%[activator]	.
CCCCC(=O)Nc1ccc2oc(-c3cccnc3)nc2c1	5%	-3%	-1%
C=CCNC(=O)COC(=O)c1nc2nccc(C)n2n1	0%	6%	5%
NC(=O)c1cc(C(=O)c2ccc(Cl)cc2)c[nH]1	0%	-17%	-8%

Going on with the list:
SMILES	FEN1 inh	DT40 TDP1 CPT	N370S GC
Cc1ccc2c(c1)cc1c(=O)n(CC(=O)NCCN3CCCC3)nc(C)n12	-3%	-20%	-25%
Cc1ccc(NC(=O)Cn2nc(C)c3ccccc3c2=O)cc1	1%	-13%	-5%
COc1ccc(N(Cc2cccs2)C(=O)COc2ccc([N+](=O)[O-])cc2)cc1	8%	?	.
CC(C)(C)c1cc(CCC(=O)N2CCC2)cc(C(C)(C)C)c1O	2%	?	19%
Cn1nnnc1SCC(=O)NC1CCCC1	2%	7%	-5%
CCOC(=O)C(C(=O)Cc1ccccc1)c1ccccc1 (stereo unspecified)	-7%	6%	.
CCCSCCCNC(=O)c1ccc(Cn2c(=O)c3cccn3c3cccnc32)cc1	-1%	2%	.
Cc1cc(CN2CCCC(CO)(Cc3cccc(Cl)c3)C2)n[nH]1 (stereo unspecified)	-2%	13%	-25%
O=c1cnc2cnc(OCc3ccccc3)nc2n1Cc1ccc(F)cc1	.	?	8%
Cc1cc(=O)c2cc(C(=O)Nc3ccccc3)ccc2[nH]1	-8%	-15%	.
CCOC(=O)C(C)Sc1nnc(NC(=O)c2ccc(C)c([N+](=O)[O-])c2)s1 (stereo unspecified)	2%	1%	-1%
COc1cc(OC)cc(C(=O)NNC(=S)NC(=O)c2cccnc2)c1	25%	?	-10%
O=C1c2oc3ccccc3c(=O)c2C(c2ccc(O)cc2)N1c1nccs1 (stereo unspecified)	1%	-7%	4%
Cc1ccc(-c2ccc(=O)n(CCC(=O)NCCc3ccccc3)n2)cc1	-9%	?	.
Cc1ccccc1NC(=O)c1cccc2c1C(=O)N(C1CCCCC1)C2	-6%	?	1%
CC(C)OC(=O)c1ccc(NC(=O)CSc2nc3ncccc3[nH]2)cc1	8%	8.2µM*	?
Cc1ccccc1SCC(=O)OCC(=O)NCc1ccccc1	8%	-3%	.
Cc1cc(=O)oc(C)c1C(=O)Nc1ccc2ncccc2c1	14%	-16%	-13%
COc1ccccc1NC(=O)c1ccc(SCC(=O)NCc2ccccc2Cl)c([N+](=O)[O-])c1	1%	?	4%
CC1CCN(C(=O)COC(=O)c2c[nH]c3ccccc23)CC1	2%	0%	7%
Cc1cccc(C(=O)Nc2cc3c(cc2C)n(C)c(=O)n3C)c1	2%	-1%	.
COc1ccc(C(=O)COC(=O)c2cc(-c3cccs3)nc3ccccc23)cc1	-1%	-32%	.
COc1ccc(Cl)cc1NC(=S)N(Cc1cccnc1)Cc1ccco1	1%	?	4%
Cc1ccc(S(=O)(=O)N2CCCC(C(=O)NC3CCCC3)C2)cc1Cl (stereo unspecified)	-1%	?	-3%
CN1CCC(=O)N([C@H](CSc2ccccc2)Cc2ccccc2)CC1	1%&12%	?	-4%
CN(C)c1nc(N)nc(Nc2ccccc2C#N)n1	6%	-6%	-6%
Cc1c(N=C2SCC(=O)N2/N=C/c2ccccc2Cl)c(=O)n(-c2ccccc2)n1C	0%	-7%	3%
Cn1c(CCNC(=O)c2ccco2)nc2cc(NS(=O)(=O)c3ccc(Cl)cc3)ccc21	2%	?	-3%
COc1ccc(C)cc1-n1cnnn1	-2%	0%	9%
COc1ccc(OC)c(-c2cc(C(=O)Nc3c(C)nn(Cc4ccc(Cl)cc4)c3C)no2)c1	-10%	?	-9%
Brc1cccc[n+]1Cc1cccc(C[n+]2ccccc2Br)c1	-22%	13µM*	.
COc1ccc(/C(C)=N/NC(=O)c2ccc(CSc3nncn3C)cc2)cc1	-2%	2%	0%
Cn1cc(-c2ccccc2C(N)=O)c(=O)c2cc(Cl)ccc21	1%	1%	0%
CC(C)NC(=O)Nc1ccc2c(c1)CC(=O)N([C@@H](C)CO)C[C@H](C)[C@@H](CN(C)C(=O)NC1CCCCC1)O2	-5%	14%	.
COc1ccc(-c2cc(C(=O)NCCc3ccccc3)c3c(-c4ccccc4)[nH]nc3n2)cc1OC	-1%	16µM*	.
CCOc1ccc2c(c1)C(C)=CC(C)(C)N2S(=O)(=O)c1ccc(C)cc1	-13%	?	-5%
COC(=O)c1ccc(NC(=O)C2CCN(S(=O)(=O)c3ccc4c(c3)CCCN4C(C)=O)CC2)cc1	12%	?	.
COC(=O)c1scc(-c2ccc(C)cc2)c1S(=O)(=O)N1CCN(c2ccccc2F)CC1	-2%	13µM*	.
CC(=O)N(CCCc1ccc(C(C)(C)C)cc1)CCCN(C)C	-3%	15µM*	-4%
CCOc1ccc(OCC)c(NC(=O)C2CCCN(S(=O)(=O)c3cccs3)C2)c1 (stereo unspecified)	-17%	?	-9%
CC(=O)NC1=NN(C(C)=O)C2(CCCCC2)S1	-2%	-5%	9%
CCOc1ccccc1NC(=O)NCCCCc1ccccc1	-11%	-1%	0%
COc1ccc2c(C)cc(SCC(=O)Nc3nsc(-c4ccccc4C)n3)nc2c1	3%	?	.
Cc1ccc(NC(=O)/C=C/c2ccc3c(c2)OCO3)cc1S(=O)(=O)N1CCOCC1	5%	-11%	-13%
COc1ccc(OS(=O)(=O)Cc2ccccc2)cc1	-6%	-5%	-15%
COc1ccc(OC)c(CNCc2ccc3c(c2)OCO3)c1	-8%	4%	-6%

An excerpt of these results, with two lines to a compound:
Values in the order: FEN1 inh	DT40 TDP1 CPT	N370S GC
COc1cc(OC)cc(C(=O)NNC(=S)NC(=O)c2cccnc2)c1
 : 25%	?	-10%
COc1ccc(C(=O)OCC(=O)Nc2ccc(OC(F)F)cc2)c(OC)c1
 : -4%	-4%	6%

Screening results from PubChem BioAssay.
